Source: PubChem BioAssay (National Center for Advancing Translational Sciences (NCATS))
TGFb inhibitor = blocks TGF-b signaling. HepG2 CAGA-GFP TGF-b/SMAD3 reporter, GFP fluorescence, 18 h; TGF-beta stimulated, 500 pg/mL final. Potency, µM (top dose mostly 46.1 µM), for inactives: top-dose activity, negative = inhibition, most hits filed as inhibitors. 410,000 compounds, 1.2% hits; further: potency means the concentration at half of the fitted maximal effect; on the % scale 0 is the no-effect control and ±100 the full control effect; nearly all actives have a fitted effect of over 65% in size
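TGF-beta reporter screen: HEPG2 CAGA-GFP, 1% FBS, 500 pg/mL TGF-beta final, 18 h; per-cell GFP summed per well; curves fitted and categorized by class.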
HepG2 viability = HepG2 cytotoxicity, counter-screen for TGF-b inhibitors; HepG2 CAGA-GFP viability, ATP luminescence, 18 h; Potency, µM (doses to about 46.1 µM), without a hit: at the top dose activity change, negative = cytotoxicity, actives largely listed as cytotoxic; 410,000 compounds, 0.76% hits; AID 588856; further: potency means the concentration at half of the fitted maximal effect; some results filed as inactive show a strong effect at the top dose
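CellTiter-Glo luminescence gave cytotoxicity after 18 hours at 37 degrees C. The cells were HepG2 CAGA-GFP in 1% FBS DMEM, stimulated with 500 pg/mL TGF-beta after compound addition. %Activity was normalised to no-cell wells (complete cell-killing) and DMSO (no toxicity), and curves were fitted and classified.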
ATXN viability = viability counter-screen for ATXN expression inhibitors; 400,000 compounds, 0.49% hits; S2 cells (HEK-293 line with an ATXN2-luciferase reporter) viability, CellTiter-Fluor protease fluorescence, 24 h; Potency, µM (top dose mostly 56.7 µM), most hits filed as cytotoxic; further: potency means the concentration at half of the fitted maximal effect; nearly all actives have a fitted effect of over 40% in size
Nrf2 block = inhibitors of Nrf2 signaling. A549 ARE-Fluc reporter, luciferase luminescence, 18-24 h. Potency, µM (titrated, usually from 46 µM), inactives show at the highest dose activity change, negative = inhibition, actives largely listed as inhibitors. 360,000 compounds, 2.1% hits; further: potency means the concentration at half of the fitted maximal effect; on the % scale 0 is the no-effect control and ±100 the full control effect; nearly all actives have a fitted effect of over 60% in size
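Nrf2 function is reported as luminescence of an ARE-controlled luciferase in A549 cells. Compounds were tested at several concentrations, and a CellTiter-Fluor read on the same wells flagged cytotoxicity.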
Nrf2 activator = Nrf2 pathway activation; Potency, µM (titrated, usually from 46.1 µM), for the others: top-dose activation, most hits filed as activators; AID 624171; AREc32 ARE-luciferase reporter (MCF7-derived line), luminescence, 24 h; 410,000 compounds, 0.31% hits; further: potency means the concentration at half of the fitted maximal effect; % of control where 0% means no effect; nearly all actives have a fitted effect of over 65% in size
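Quantitative high-throughput format: AREc32 reporter cells, 1000 per well, received compound by pin transfer and were incubated 24 hr at 37 deg C, 5% CO2, before Steady-Glo luminescence detection.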
IL1B secr inh = inflammasome signaling inhibition, IL-1 beta readout; THP-1 LPS/ATP IL-1B secretion, AlphaLISA, 16 h; active compounds read low; activity change, % at 57.5 µM; 360,000 compounds, 4.7% hits; in the data active means activity change below about -50%; inconclusive means mostly about -30% to -49%; further: on the % scale 0 is the no-effect control and ±100 the full control effect
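Secreted IL-1B measured by AlphaLISA bead assay after 16 h compound exposure of THP-1 cells; compounds (final up to 57.5 uM) added 1 h before LPS (250 ng/mL) and ATP (1.25 mM) stimulation; lower signal means less secretion.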
MCF10A rerep = induces DNA re-replication in MCF 10a normal breast cells; MCF 10A DNA re-replication, Hoechst nuclear intensity, 48 h; Potency, µM (doses to about 46.1 µM), for inactives: at the top dose activity, positive = re-replication, hits mostly activators; 350,000 compounds, 2.9% hits; AID 624296; further: potency means the concentration at half of the fitted maximal effect; % of control where 0% means no effect; nearly all actives have a fitted effect of over 50% in size
A549 tox = counter-screen for Nrf2 inhibitors: cytotoxicity in A549 cells. 390,000 compounds, 0.16% hits. A549 ARE-Fluc cells, CellTiter-Fluor viability, 18-24 h. Potency, µM (doses to about 46 µM), without a hit: at the highest dose activity change, negative = cytotoxicity, most hits filed as inhibitors; further: potency means the concentration at half of the fitted maximal effect; on the % scale 0 is the no-effect control and ±100 the full control effect
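A549 ARE_Fluc cells in 5% FBS OPTI-MEM were exposed to compounds in concentration-response for 18-24 h at 37 deg C. Viability was read by CellTiter-Fluor fluorescence (Ex 405/Em 525) after 30 min, before the luciferase read.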
ATXN2 expr inh = reduces ATXN2 reporter expression in HEK-293 cells; Potency, µM (doses to about 57 µM), for inactives: at the top dose activity change, negative = inhibition, actives largely listed as inhibitors; AID 1745845; 360,000 compounds, 0.72% hits; HEK-293 ATXN2-luciferase reporter, luminescence, 24 h; further: potency means the concentration at half of the fitted maximal effect; on the % scale 0 is the no-effect control and ±100 the full control effect; nearly all actives have a fitted effect of over 55% in size
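qHTS (up to 57 uM final) was run with 24 h compound exposure of reporter cells at 37 °C. Each well was multiplexed: SteadyGlo luminescence measured ATXN2-luciferase expression after a fluorogenic Gly-Phe-AFC viability readout (25 uM final).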
The depositor's hits bear a star; [ ] = dose if it differs, or a comment. Unless noted, the call rests on the fitted dose curve; in most records, active means well fitted curve in the direction sought with a large enough effect; inconclusive means small, poorly fitted or top-dose-only effect, or another doubt; inactive means no such curve, though single readings can be large; an effect the other way counts as inactive or inconclusive.

Start of the listing, in advance, two compounds:
For COc1ccc(Cl)cc1NC(=O)CSc1ncnc2c1oc1ccccc12 the results were TGFb inhibitor 7%, HepG2 viability 1%, ATXN viability inconclusive, Nrf2 block 14%, Nrf2 activator -0.2%, IL1B secr inh 17, MCF10A rerep 0% and A549 tox 8%.
Screening CN1CCN(S(=O)(=O)c2ccc(Oc3ccc(Br)cc3F)nc2)CC1 returned TGFb inhibitor -21%, HepG2 viability -6%, ATXN viability inactive, Nrf2 block -24%, Nrf2 activator 5.3%, IL1B secr inh -11, MCF10A rerep inconclusive, A549 tox 11% and ATXN2 expr inh -28%.

The listing (from the top)
For COc1ccc(Cl)cc1NC(=O)CSc1ncnc2c1oc1ccccc12 the results were TGFb inhibitor 7%, HepG2 viability 1%, ATXN viability inconclusive, Nrf2 block 14%, Nrf2 activator -0.2%, IL1B secr inh 17, MCF10A rerep 0% and A549 tox 8%.
Screening CN1CCN(S(=O)(=O)c2ccc(Oc3ccc(Br)cc3F)nc2)CC1 returned TGFb inhibitor -21%, HepG2 viability -6%, ATXN viability inactive, Nrf2 block -24%, Nrf2 activator 5.3%, IL1B secr inh -11, MCF10A rerep inconclusive, A549 tox 11% and ATXN2 expr inh -28%.
For CCNC(=O)N1CCN(CCCC(c2ccc(F)cc2)c2ccc(F)cc2)CC1 the results were TGFb inhibitor -11%, HepG2 viability -33%, ATXN viability inconclusive, Nrf2 block inconclusive, Nrf2 activator 8.3%, IL1B secr inh -12, MCF10A rerep inconclusive, A549 tox -10% and ATXN2 expr inh inconclusive.
For CC(=O)c1ccc([C@H]2C[C@@]34CN(C(=O)OC(C)(C)C)S(=O)(=O)[C@H]3C[C@H]2O4)cc1 the results were TGFb inhibitor 17%, HepG2 viability 4%, ATXN viability inactive, Nrf2 block -19%, Nrf2 activator 1.7%, IL1B secr inh 11, MCF10A rerep inconclusive, A549 tox 1% and ATXN2 expr inh 0%.
For CCCCn1c(=O)c2ccccc2n2c(=S)[nH]nc12 the results were TGFb inhibitor -7%, HepG2 viability -1%, ATXN viability inconclusive, Nrf2 block 0%, Nrf2 activator -0.3%, IL1B secr inh 19, MCF10A rerep -5%, A549 tox -2% and ATXN2 expr inh -20%.
For COc1ccc(C(=O)N/N=C/c2ccc3cccc(OCc4ccccc4)c3n2)cc1 the results were TGFb inhibitor -10%, HepG2 viability -24%, ATXN viability inconclusive, Nrf2 block inconclusive, Nrf2 activator -0.9%, IL1B secr inh 138, MCF10A rerep 21%, A549 tox inconclusive and ATXN2 expr inh inconclusive.
O=C(c1cc([N+](=O)[O-])ccc1Cl)N1CCN(c2ccc([N+](=O)[O-])cc2)CC1 was read as TGFb inhibitor 0%, HepG2 viability -5%, ATXN viability inactive, Nrf2 block 21µM*, Nrf2 activator 0.6%, IL1B secr inh 3, MCF10A rerep inconclusive, A549 tox inconclusive and ATXN2 expr inh -11%.
`O=C(COC(=O)c1ccccc1C(=O)c1ccc(Cl)cc1)NC(c1ccccc1)c1ccccc1` gave TGFb inhibitor -10%, HepG2 viability 1%, ATXN viability inactive, Nrf2 block 8%, Nrf2 activator -0.3%, IL1B secr inh -20, MCF10A rerep 15% and A549 tox inconclusive.
N=c1c2c(n(Cc3ccc([N+](=O)[O-])cc3)c3c1CCC3)CCCC2 was read as TGFb inhibitor -3%, HepG2 viability 0%, ATXN viability inactive, Nrf2 block inconclusive, Nrf2 activator -1.1%, IL1B secr inh 7, MCF10A rerep 0%[9.22 µM], A549 tox -10% and ATXN2 expr inh -18%.
Screening O=C(NCC(c1cccs1)S(=O)(=O)c1cccs1)c1ccccc1F (stereo unspecified) returned TGFb inhibitor -6%, HepG2 viability -26%, ATXN viability inconclusive, Nrf2 activator 5.8%, A549 tox -6% and ATXN2 expr inh 3%.
Screening O=C(c1cccc2ccccc12)C1CCCN(C(=O)c2ccc(N3CCOCC3)cc2)C1 (stereo unspecified) returned TGFb inhibitor -12%, HepG2 viability -14%, ATXN viability inactive, Nrf2 block -18%, Nrf2 activator 4.7%, IL1B secr inh inconclusive, MCF10A rerep -2%, A549 tox 8% and ATXN2 expr inh -22%.
Screening CC1(C)CC(=O)C2=C(C1)NC1=C(C(=O)c3ccccc31)C2c1cc([N+](=O)[O-])ccc1O (stereo unspecified) returned TGFb inhibitor -17%, HepG2 viability 9%, ATXN viability inconclusive, Nrf2 block inconclusive, Nrf2 activator 3.1%, IL1B secr inh -62*, MCF10A rerep inconclusive, A549 tox -28% and ATXN2 expr inh -21%.
O=C(COc1ccc(S(=O)(=O)N2CCOCC2)cc1)NCCCn1ccnc1 was read as TGFb inhibitor -2%, HepG2 viability -8%, ATXN viability inactive, Nrf2 block 6%, Nrf2 activator -0.5%, IL1B secr inh 13, MCF10A rerep -4%, A549 tox 3% and ATXN2 expr inh -4%.
Screening Cc1ccc(-n2c(=O)cc(N3CCN(c4ccccc4Cl)CC3)[nH]c2=O)cc1 returned TGFb inhibitor 0%, HepG2 viability 1%, Nrf2 activator 0.4% and A549 tox 9%.
For CSc1cccc(NC(=S)NCCCN2CCN(c3ccc(F)cc3)CC2)c1 the results were TGFb inhibitor inconclusive, HepG2 viability -15%, ATXN viability inconclusive, Nrf2 block 11%, Nrf2 activator -0.8%, IL1B secr inh -12, MCF10A rerep 6%, A549 tox 0% and ATXN2 expr inh -21%.
For COc1ccc(N(CC(=O)NC2CCCCC2)S(=O)(=O)c2cccnc2)cc1 the results were TGFb inhibitor -12%, HepG2 viability 0%, ATXN viability inactive, Nrf2 block 3%, Nrf2 activator -1.0%, IL1B secr inh 3, MCF10A rerep -3%, A549 tox 2% and ATXN2 expr inh 5%.
CCOC(=O)c1nnn2c1nc(N1CCN(c3ccccc3)CC1)c1ccccc12 was read as TGFb inhibitor 5%, HepG2 viability -11%, ATXN viability inactive, Nrf2 block inconclusive, Nrf2 activator -0.3%, IL1B secr inh -21, MCF10A rerep 7%, A549 tox -12% and ATXN2 expr inh -4%.
`CC1CCN(CC(=O)N(C)c2c(N)n(Cc3ccccc3)c(=O)[nH]c2=O)CC1` gave TGFb inhibitor 1%, HepG2 viability 9%, ATXN viability inactive, Nrf2 block inconclusive, Nrf2 activator 0.0%, IL1B secr inh 7, MCF10A rerep 5%, A549 tox 6% and ATXN2 expr inh 6%.
For Cc1ccc2c(c1)c1c(n2CC(O)CNC2CCCC2)CCCC1 (stereo unspecified) the results were TGFb inhibitor inconclusive, HepG2 viability -101%, ATXN viability 25µM*, Nrf2 block 3%, Nrf2 activator -3.8%, IL1B secr inh -90*, MCF10A rerep inconclusive and A549 tox -5%.
For Fc1ccc(CO/N=C/C2=C(Cl)c3ccccc3CC2)cc1 the results were TGFb inhibitor inconclusive, HepG2 viability -10%, ATXN viability inactive, Nrf2 activator -0.3%, IL1B secr inh -3, MCF10A rerep 7%, A549 tox 14% and ATXN2 expr inh 20%.
For O=C1Nc2cc(Cl)cnc2N2CCCC12 (stereo unspecified) the results were TGFb inhibitor 4%, HepG2 viability 6%, ATXN viability inactive, Nrf2 block -1%, Nrf2 activator -0.8%, IL1B secr inh -3, MCF10A rerep 30%, A549 tox 4% and ATXN2 expr inh -4%.
Screening Cc1cc(C)n(-c2ccccc2[N+](=O)[O-])n1 returned TGFb inhibitor -3%, HepG2 viability -2%, ATXN viability inactive, Nrf2 block -13%, Nrf2 activator -0.4%, IL1B secr inh -5, MCF10A rerep 4%, A549 tox 0% and ATXN2 expr inh -2%.
Screening COc1cc(CN2CCCC(C)C2)cc([N+](=O)[O-])c1O (stereo unspecified) returned TGFb inhibitor 6%, HepG2 viability -42%, ATXN viability inactive, Nrf2 activator -1.8%, IL1B secr inh -7, MCF10A rerep -29%, A549 tox -3% and ATXN2 expr inh 1%.
For CCC1NC(=O)c2cccnc2-n2c1nc1ccc(C)cc1c2=O (stereo unspecified) the results were TGFb inhibitor 6%, HepG2 viability -8%, ATXN viability inactive, Nrf2 activator 0.9%, IL1B secr inh -4 and ATXN2 expr inh 3%.
`CCOCc1c(C(=O)Nc2cc(OCC)c(N3CCOCC3)cc2OCC)oc2ccccc12` gave TGFb inhibitor -26%, HepG2 viability -17%, ATXN viability inactive, Nrf2 block -21%, Nrf2 activator -0.1%, IL1B secr inh 27, MCF10A rerep -2%[9.22 µM], A549 tox -2% and ATXN2 expr inh 6%.
`NC(=O)c1ccc(-c2noc(-c3cccc(Cl)c3)n2)cc1` gave TGFb inhibitor inconclusive, HepG2 viability 0%, ATXN viability inactive, Nrf2 block inconclusive, Nrf2 activator 3.1%, MCF10A rerep -13%, A549 tox -3% and ATXN2 expr inh 37%[activator].
`O=[N+]([O-])c1ccc(C2CCCC/C2=N\OCc2cccc(F)c2)c([N+](=O)[O-])c1` (stereo unspecified) gave TGFb inhibitor -28%, HepG2 viability -25%, ATXN viability inactive, Nrf2 block -16%, Nrf2 activator -0.8%, IL1B secr inh -18, MCF10A rerep 21%, A549 tox 14% and ATXN2 expr inh -22%.
`CCCN1CCN(C(=O)c2ccc(S(=O)(=O)N(C)c3ccccc3OC)cc2)CC1` gave TGFb inhibitor 1%, HepG2 viability 1%, ATXN viability inactive, Nrf2 activator -0.6% and IL1B secr inh -7.
Screening O=C(Nc1cccc([N+](=O)[O-])c1)c1ccc2nc(N3C(=O)CCC3=O)sc2c1 returned TGFb inhibitor inconclusive, HepG2 viability -15%, Nrf2 block 0%, Nrf2 activator 7.4%, IL1B secr inh -30, MCF10A rerep 23% and A549 tox -15%.
COc1ccc(CN(C)C(C)C(=O)Nc2ccc(S(=O)(=O)N3CCCCC3)cc2)c(OC)c1 (stereo unspecified) was read as TGFb inhibitor -3%, HepG2 viability -5%, ATXN viability inactive, Nrf2 block -20%, Nrf2 activator 3.5%, IL1B secr inh inconclusive, MCF10A rerep 18µM*, A549 tox -1% and ATXN2 expr inh -26%.
